Compound activity (PubChem BioAssay)
TPT1 inhibitor – blocks Candida albicans tRNA 2'-phosphotransferase | actives 0.81% (n = 300,000) | inhibition, % at 5 µM | recombinant caTPT1, FP RNA substrate dephosphorylation;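 active = inhibition above the mean of all tested compounds plus 3 SD, set per screening campaign, cut at about 24% in these data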;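 also: plate controls were DMSO alone for no effect and ferristatin control at 100 nM for full effect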
EBNA-1 inhibitor – blocks EBNA-1 binding to DNA. inhibition, % at 14.8 µM. AID 1950. EBNA-1 DNA binding, fluorescence polarization. actives 0.34% (n = 300,000); in the data active = inhibition above about 28%
PP1 counter – blocks human PP1-alpha phosphatase, a PP5 counter-screen | P62136 | purified PP1alpha, OMFP fluorescence | inhibition, % at 6.7 µM | actives 0.9% (n = 320,000);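 active = inhibition above the mean inhibition of all tested compounds plus 3 SD, computed separately for each screening campaign, cut at about 15% in these data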
Target sequence (P62136 whole entry, looked up): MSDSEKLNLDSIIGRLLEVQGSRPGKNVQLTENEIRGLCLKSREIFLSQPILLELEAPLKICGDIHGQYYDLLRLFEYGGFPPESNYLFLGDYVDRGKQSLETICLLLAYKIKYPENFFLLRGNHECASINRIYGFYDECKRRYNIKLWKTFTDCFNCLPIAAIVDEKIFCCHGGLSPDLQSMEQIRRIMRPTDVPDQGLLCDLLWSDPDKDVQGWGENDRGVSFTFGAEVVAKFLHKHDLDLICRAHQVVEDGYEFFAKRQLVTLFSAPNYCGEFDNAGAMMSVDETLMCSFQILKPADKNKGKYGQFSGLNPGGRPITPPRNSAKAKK
ZTA DNA inh – blocks Epstein-Barr virus ZTA, an EBNA-1 counter-screen; P03206; ZTA-DNA binding, fluorescence polarization; inhibition, % at 11 µM; actives 0.15% (n = 320,000); AID 2234; in the data active = inhibition above about 33%
Target sequence (P03206 whole entry, looked up): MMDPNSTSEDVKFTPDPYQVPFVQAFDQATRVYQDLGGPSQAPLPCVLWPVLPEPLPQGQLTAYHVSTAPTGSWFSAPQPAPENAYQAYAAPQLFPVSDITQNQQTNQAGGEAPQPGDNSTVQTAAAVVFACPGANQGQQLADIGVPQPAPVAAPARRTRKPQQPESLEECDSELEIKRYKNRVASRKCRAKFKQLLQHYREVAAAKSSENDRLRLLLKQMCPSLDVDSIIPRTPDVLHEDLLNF
Fh CTSL1 inh – blocks F. hepatica cathepsin L1 in PFM18AAP counter-screen | recombinant F. hepatica cathepsin L1, Z-Leu-Arg-MCA fluorescence | inhibition, % at 5.96 µM | actives 0.49% (n = 300,000) | AID 1906;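 active = inhibition above the mean of all tested compounds plus 3 SD, set per screening campaign, cut at about 17% in these data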;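 also: 0% = plate median of test compound wells and 100% = 1 µM Z-Phe-Ala-diazomethylketone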
core dimer inh – HCV core protein dimerization inhibition; TR-FRET GST/Flag-core106 dimerization, 1536-well; inhibition, % at 5 µM; actives 0.33% (n = 300,000); AID 1899;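 active = inhibition above the mean of all tested compounds plus 3 SD, set per screening campaign, cut at about 45% in these data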
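Assay system: Tagged HCV core106 pair (GST and Flag) | Buffer or medium: KF-containing HEPES buffer, pH 7.45, DTT, CHAPS, BSA | Also added: Eu donor and XL665 acceptor anti-tag antibodies | Dosing: One concentration, 5 µM, in 0.5% DMSO | Timing: 4 h at 22.5 °C | Technique: TR-FRET 671 and 617 nm emission | Repeats: Singlicate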
PP5 primary – inhibitors of human protein phosphatase 5 (PP5); P53041; actives 0.18% (n = 320,000); purified PP5c, OMFP substrate fluorescence; inhibition, % at 6.7 µM;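 active = inhibition above the campaign's mean inhibition across all tested compounds plus 3 SD, cut at about 9.5% in these data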;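 also: 0% = DMSO only and 100% = 100 µM cantharidin control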
GASC-1 inh – blocks human GASC-1 demethylase activity; GST-JMJD2C(1-420) H3K9me3 demethylation, DELFIA europium; inhibition, % at 2.35 µM; actives 0.069% (n = 330,000); AID 2099;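 active = more than half of a compound's replicate wells show inhibition beyond 50%, single wells judged on their own value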;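 also: signal counts dimethyl H3K9 product captured on neutravidin plate; 0% = median of DMSO wells and 100% = 0.3 times that DMSO median; strong numbers were not always called active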
Target sequence (Q9H3R0 1-420 limits assumed): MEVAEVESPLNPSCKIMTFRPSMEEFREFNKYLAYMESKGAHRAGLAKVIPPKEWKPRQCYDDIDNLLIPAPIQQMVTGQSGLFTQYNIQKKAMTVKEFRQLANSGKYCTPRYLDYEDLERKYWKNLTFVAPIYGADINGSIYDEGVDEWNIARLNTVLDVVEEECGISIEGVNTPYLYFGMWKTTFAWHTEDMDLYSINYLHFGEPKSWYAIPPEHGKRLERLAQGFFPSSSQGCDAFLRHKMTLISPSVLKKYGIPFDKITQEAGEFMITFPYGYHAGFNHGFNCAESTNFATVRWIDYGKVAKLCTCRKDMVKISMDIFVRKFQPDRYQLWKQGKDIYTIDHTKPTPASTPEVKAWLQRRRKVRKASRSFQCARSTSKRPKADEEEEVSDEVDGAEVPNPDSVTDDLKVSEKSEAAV
CR mimetic SO – caloric restriction mimetics inhibiting age-related superoxide in yeast; S. cerevisiae aged cells, superoxide DHE fluorescence; stronger effect = lower value; superoxide response (% of plate mean), % at 10 µM; actives 0.18% (n = 330,000);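 active = superoxide response under a set limit, about three screen SD below normal, cut at about 65% in these data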;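 also: yeast aged for seven days with compound at 30 °C before DHE staining; 100% = average MFI of all compound-treated wells on the plate with controls excluded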
* = called active by the depositor; i = inactive; . = no result given. Outcome played no part in choosing rows (roughly 3.1% active in at least one column).

SMILES | TPT1 inhibitor | EBNA-1 inhibitor | PP1 counter | ZTA DNA inh | Fh CTSL1 inh | core dimer inh | PP5 primary | GASC-1 inh | CR mimetic SO
CCc1cc(-c2n[nH]c(=S)n2CC)cs1 | 1 | -5 | 1 | -7 | -2 | 0 | 0.5 | -1 | 102
Cc1ccc2[nH]c(=O)c(Cc3ccccc3)c(O)c2c1 | -2 | -2 | -3 | -7 | 0 | -3 | 1.6 | -4 | 103
O=C1CC(c2ccc3c(c2)OCO3)c2cc3c(cc2N1)OCO3 (configuration not stated) | -10 | 2 | 3 | -19 | 1 | -2 | 3.2 | -2 | 100
COc1ccc(C2CC(=O)N(C)c3ccccc3S2)cc1 (configuration not stated) | 1 | 7 | 1 | 0 | 0 | 5 | 0.1 | 4 | 97
CCOC(=O)c1cccc(C2=CC(=O)C[C@H](c3ccc(Cl)cc3)C2)c1 | . | . | 3 | -1 | . | . | 1.2 | -5 | 90
Cc1ccnn1CCSCC(=O)O | 0 | 6 | 5 | -10 | 1 | 0 | -1.2 | -4 | 109
O=c1[nH]ncc(N/N=C/c2ccccc2)c1Cl | -3 | 7 | -2 | -2 | 3 | 2 | -0.4 | -8 | 84
CN1CC[C@]2(CCN3CCc4c(oc5ccccc45)[C@@H]3C2)N(C)C1=O | -2 | -5 | -4 | 9 | -1 | 6 | 1.4 | . | 103
O=[N+]([O-])c1ccc(Cl)c(/C=N/N2CCN(Cc3ccccc3Cl)CC2)c1 | -3 | 1 | -2 | 7 | -2 | 6 | 3.5 | -11 | 101
CNS(=O)(=O)c1ccc(Oc2ccc(S(=O)(=O)NC)cc2)cc1 | 4 | 6 | 0 | -4 | 5 | -1 | -2.7 | . | 93
Cc1cc(C)c(NC(=O)CSc2nncn2-c2cccnc2)c(C)c1 | -4 | 3 | -3 | 4 | 2 | 0 | 1.4 | 15 | 99
O=C(COC(=O)COc1ccc(Cl)cc1)NC1CCCC1 | . | . | -1 | -2 | . | . | -0.6 | 8 | 115
Cc1cccc(C)c1NC(=O)CNC(=O)Cc1ccc(Br)cc1 | -1 | -4 | -1 | 4 | 3 | -4 | -1.8 | -2 | 94
COc1ccccc1/C=C/C(=O)NCC(=O)N/N=C/c1ccc2c(c1)OCO2 | 1 | 9 | 0 | -9 | -3 | 4 | 2.9 | -9 | 106
O=C1CC(c2ccc(OCCCCCOc3ccc(C4CC(=O)NC4=O)cc3)cc2)C(=O)N1 (configuration not stated) | 1 | -1 | 3 | 8 | -1 | 11 | -0.2 | -10 | 95
CCN1CCN(c2nc(C)c3c(n2)CC(C)CC3=O)CC1 (configuration not stated) | -3 | -7 | -3 | -25 | -6 | -3 | -1.0 | -49 | 95
O=C(c1ccc(Cl)c([N+](=O)[O-])c1)N(Cc1ccc(Cl)cc1)C1CCS(=O)(=O)C1 (configuration not stated) | 8 | 3 | 1 | 0 | 2 | 4 | -0.2 | -3 | 117
O=C(CNS(=O)(=O)c1ccc(Br)s1)N1CCN(c2ccc(F)cc2)CC1 | -3 | 0 | 0 | -14 | -4 | 4 | 5.4 | -1 | 99
CCc1noc(C)c1C(=O)N1CCOCC1 | 0 | 4 | -6 | 24 | -3 | -1 | -1.0 | -8 | 102
COc1ccccc1CNC(=O)Cn1c(=O)oc2cc(Cl)ccc21 | 0 | 2 | -10 | 1 | 4 | -1 | 0.8 | 10 | 99

Fetched by structure from above:
SMILES | TPT1 inhibitor | EBNA-1 inhibitor | PP1 counter | ZTA DNA inh | Fh CTSL1 inh | core dimer inh | PP5 primary | GASC-1 inh | CR mimetic SO
CCOC(=O)c1cccc(C2=CC(=O)C[C@H](c3ccc(Cl)cc3)C2)c1 | . | . | 3 | -1 | . | . | 1.2 | -5 | 90
CNS(=O)(=O)c1ccc(Oc2ccc(S(=O)(=O)NC)cc2)cc1 | 4 | 6 | 0 | -4 | 5 | -1 | -2.7 | . | 93

(listing goes on)
SMILES | TPT1 inhibitor | EBNA-1 inhibitor | PP1 counter | ZTA DNA inh | Fh CTSL1 inh | core dimer inh | PP5 primary | GASC-1 inh | CR mimetic SO
Brc1ccc2c(c1)C(c1ccc(N3CCOCC3)cc1)=NNC(c1cccs1)=N2 | 1 | 4 | 1 | 16 | 6 | 9 | 8.5 | 2 | 97
Cc1ccc(OCC(=O)Nc2oc(-c3ccccc3)c(-c3ccccc3)c2C#N)cc1 | 2 | -1 | 10 | 8 | 0 | 47* | 4.5 | 5 | 98
Cc1ccc(C(=O)NCC2CCCO2)cc1S(=O)(=O)N1CCCCC1 (configuration not stated) | 0 | 7 | 0 | -4 | 0 | 2 | 1.3 | 41 | 84
O=C(C1=C(O)C(=O)N(CCN2CCOCC2)C1c1cccc([N+](=O)[O-])c1)c1cccs1 (configuration not stated) | -2 | 11 | -3 | 13 | 1 | 1 | 0.4 | 7 | 125
Cc1ccccc1C(=O)Nc1sc2c(c1C(=O)O)CCC2 | 3 | -11 | 0 | 6 | 0 | 1 | -4.8 | -17 | 120
OC1(c2cn(Cc3ccccc3)nn2)CCCCC1 | 2 | -10 | -5 | -8 | -1 | -4 | 3.3 | 4 | 108
C/C(=N\Nc1ccc(F)cc1)c1ccncc1 | -1 | 0 | 2 | -10 | -2 | -4 | 1.5 | 16 | 114
O=C(CSc1nc2ccsc2c(=O)n1CC1CCC(C(=O)O)CC1)c1ccc(F)cc1 (configuration not stated) | -5 | -5 | -5 | -3 | -6 | 8 | 0.6 | 11 | 84
CC(=O)c1cccc(Nc2cc(C)nc3ccccc23)c1 | -3 | 7 | -3 | -4 | 3 | -1 | -0.4 | 12 | 102
Cn1c(-c2ccc(Cl)cc2)ccc(C#N)c1=O | -2 | 13 | 3 | -1 | 2 | -1 | 1.7 | -1 | 100
COc1ccc(O)c(C(=O)c2cc(C#N)c(=O)n(CC3CCCO3)c2)c1 (configuration not stated) | -1 | -16 | -4 | 8 | 3 | 9 | 0.9 | 4 | 95
Cc1ccc(C)c(S(=O)(=O)N2CCN(C(=O)c3ccccn3)CC2)c1 | . | . | -2 | 11 | . | . | -0.5 | . | 110
COc1cccc(CCc2nnc(CCC(=O)NCCC3CCCCO3)o2)c1 (configuration not stated) | -1 | 6 | -4 | 5 | 0 | -2 | 1.7 | -8 | 85
O=C(Nc1cccc(Cl)c1Cl)C1CCN(C(=O)c2cccs2)CC1 | 2 | -2 | -1 | 3 | -2 | -6 | -0.2 | 3 | 116
C=CCn1c(COc2ccc(Cl)cc2)nnc1SCc1ccc(C#N)cc1 | 1 | 3 | 0 | -5 | -2 | 17 | 1.1 | -6 | 109
C=CCn1c(CNc2ccccc2)nnc1SCC(=O)N/N=C/c1ccccc1O | 2 | 15 | -2 | 11 | 2 | 13 | 1.8 | 3 | 94
O=C(CCNC(=O)c1ccc(Br)cc1)NC1CCCCCC1 | . | . | 0 | -1 | . | . | 0.0 | -2 | 90
CC1(C)Cc2[nH]c(=S)c(C#N)cc2CO1 | -3 | -6 | 0 | -8 | 3 | 3 | 3.1 | 11 | 98
O=C(CC1OC(=O)c2ccccc21)Nc1cc(Cl)ccc1N1CCCC1 (configuration not stated) | 4 | -3 | 5 | 9 | 8 | 3 | 2.7 | -3 | 93
CCOc1ccc2[nH]c(=O)c(CN(Cc3ccc(F)cc3)C(=O)N3CCCC3)cc2c1 | 1 | 1 | 0 | 13 | 4 | 15 | 1.0 | 4 | 96

Entries of single compounds as entered above:
Cc1ccc(C)c(S(=O)(=O)N2CCN(C(=O)c3ccccn3)CC2)c1 is entered as TPT1 inhibitor = .; EBNA-1 inhibitor = .; PP1 counter = -2; ZTA DNA inh = 11; Fh CTSL1 inh = .; core dimer inh = .; PP5 primary = -0.5; GASC-1 inh = .; CR mimetic SO = 110
O=C(CCNC(=O)c1ccc(Br)cc1)NC1CCCCCC1 is entered as TPT1 inhibitor = .; EBNA-1 inhibitor = .; PP1 counter = 0; ZTA DNA inh = -1; Fh CTSL1 inh = .; core dimer inh = .; PP5 primary = 0.0; GASC-1 inh = -2; CR mimetic SO = 90

(continued)
SMILES | TPT1 inhibitor | EBNA-1 inhibitor | PP1 counter | ZTA DNA inh | Fh CTSL1 inh | core dimer inh | PP5 primary | GASC-1 inh | CR mimetic SO
Cc1ccc(N2C(=O)CN(Cc3ccccc3)C2=S)cc1C | -1 | 0 | 5 | 3 | -1 | 1 | 3.8 | 0 | 116
COc1ccc(C2c3[nH]c4ccccc4c3C[C@H]3C(=O)N(c4ccccc4C(=O)NCCN4CCOCC4)C(=O)N23)cc1 (some centres not stated) | -6 | 4 | -2 | 15 | -3 | 1 | 1.1 | i | 92
COC(=O)c1ccc(CS(=O)(=O)c2ccccc2C)o1 | 0 | -7 | 1 | -19 | 2 | 0 | 0.3 | -2 | 83
S=c1[nH]c(-c2ccc(Br)cc2)cn1CCc1ccccc1 | 1 | 8 | -3 | -15 | 2 | 11 | 0.8 | 7 | 87
COc1cc(C(=O)NCCC(=O)NC(C)C)cc(OC)c1OC | -4 | 6 | 1 | -4 | 1 | -4 | -0.4 | 8 | 99
Cc1occc1C(=O)N/N=C/c1cccs1 | -1 | 10 | -3 | -23 | -2 | -8 | 0.6 | 3 | 93
O=C(Cn1cccc1C(=O)c1ccccc1)NCc1cccc(Cl)c1 | -2 | -6 | -1 | 4 | 6 | -1 | -3.5 | 28 | 82
COc1ccccc1CNC(=O)COC(=O)Cc1c[nH]c2ccccc12 | 2 | 7 | 5 | 0 | -5 | 0 | -0.4 | -1 | 107
Cc1ccc(CNC(=O)C2CC2c2ccccc2)cc1 (configuration not stated) | -1 | -1 | 1 | 11 | -4 | 2 | 1.2 | -1 | 97
O=c1cnc2ccccc2n1Cc1ccc(Br)cc1 | -4 | -4 | 0 | -7 | 3 | 7 | 2.7 | -1 | 95
O=C(CCCCCn1c(=S)[nH]c2ccc(N3CCOCC3)cc2c1=O)NCc1ccccc1Cl | 2 | 16 | 2 | 1 | 3 | 12 | -0.3 | 6 | 79
COc1ccc(C(=O)N/C(=C\c2cn(C)c3ccccc23)C(=O)N2CCOCC2)cc1 | 1 | -10 | -2 | -23 | 6 | -19 | 2.3 | -17 | 89
CCc1c(C)sc(NC(=O)Cc2ccccc2OC)c1C(=O)N1CCOCC1 | 0 | -9 | -1 | -2 | -4 | -13 | 0.2 | 6 | 111
CN(CC(=O)NC1CCCCC1)S(=O)(=O)c1cccc2nsnc12 | -4 | -12 | -1 | -5 | 3 | -4 | 0.8 | -16 | 105
CC1CCCN(c2ccc3nc4ccccc4c(=O)n3n2)C1 (configuration not stated) | -2 | 4 | -6 | 13 | -2 | -4 | -0.8 | 10 | 109
COC(=O)c1ccccc1NC(=O)c1ccc(F)cc1 | 1 | -7 | 1 | 2 | -2 | -1 | -1.8 | -1 | 95
Cc1cccnc1NC(=O)c1cc2c(=O)oc3ccccc3c2s1 | 5 | -6 | -4 | -1 | 1 | 3 | 2.3 | 9 | 74
O=[N+]([O-])c1ccc(Cl)c(/C=N/N2CCN(Cc3ccccc3)CC2)c1 | 0 | 4 | 1 | 0 | 1 | 2 | 2.7 | -6 | 89
Cc1ccc(NC(=S)NCc2ccc3c(c2)cc(C)n3C)c(C)c1 | -1 | -8 | 1 | -1 | -6 | 19 | 2.0 | 44 | 114
NS(=O)(=O)c1ccc(NC(=S)NCc2ccccc2)cc1 | 1 | 0 | 1 | 3 | 0 | 3 | -1.1 | 3 | 102
CC(OC(=O)c1cc(Br)ccc1O)C(=O)Nc1ccc(S(=O)(=O)N2CCCC2)cc1 (configuration not stated) | 0 | -6 | 1 | -7 | -2 | 7 | 2.3 | -3 | 113
Cc1onc(-c2c(F)cccc2Cl)c1C(=O)OCc1nnc(-c2ccccc2)o1 | . | . | -5 | 8 | . | . | 1.0 | -2 | 96
O=C(CS(=O)(=O)c1ccccc1)Nc1ccc(S(=O)(=O)Nc2ccccn2)cc1 | -1 | 0 | -4 | -4 | 0 | 2 | 1.5 | 4 | 87
